# Screening results: PubChem, Broad Institute
# BioA inh = blocks M. tuberculosis BioA enzyme activity; inhibition, % at 9.99 µM; hit rate 0.096% among 360,000; purified M. tuberculosis BioA enzyme, plate reader; in the data active = inhibition above about 40%
# * marks the source's active call; other numbers are inactive results.
# Preview, 2 compounds:
SMILES,BioA inh
Cc1noc(C)c1NC(=O)Nc1ccc2c(c1)C(=O)N([C@@H](C)CO)C[C@@H](C)[C@H](CN(C)Cc1ccncc1)OCCCC[C@@H](C)O2,-1.0
O=C(C[C@H]1CC[C@@H]2[C@H](COC[C@@H](O)CN2Cc2ccc(F)cc2)O1)NCc1ccccc1Cl,0.9

# The listing, from the first entry:
SMILES,BioA inh
Cc1noc(C)c1NC(=O)Nc1ccc2c(c1)C(=O)N([C@@H](C)CO)C[C@@H](C)[C@H](CN(C)Cc1ccncc1)OCCCC[C@@H](C)O2,-1.0
O=C(C[C@H]1CC[C@@H]2[C@H](COC[C@@H](O)CN2Cc2ccc(F)cc2)O1)NCc1ccccc1Cl,0.9
CO[C@@H](CN(C)C(=O)C1CCOCC1)[C@H](C)CN(C(=O)Nc1ccc(F)cc1)[C@H](C)CO,1.2
COc1ccc(NC(=O)N(C)C[C@@H]2Oc3ccc(NC(=O)Nc4ccc(F)cc4)cc3CC(=O)N([C@@H](C)CO)C[C@@H]2C)cc1,7.5
CN(C)C(=O)C[C@H]1C[C@H]2c3cc(NC(=O)CC4CC4)ccc3O[C@H]2[C@@H](CO)O1,1.7
C[C@@H]1CN([C@H](C)CO)C(=O)c2cc(NC(=O)Nc3cccc4ccccc34)ccc2O[C@@H](C)CCCCO[C@H]1CN(C)S(=O)(=O)c1cn(C)cn1,-2.5
C[C@@H]1CN([C@@H](C)CO)C(=O)Cc2cc(NS(=O)(=O)c3ccccc3)ccc2O[C@@H]1CN(C)S(=O)(=O)c1cn(C)cn1,0.7
COC(=O)C[C@@H]1C[C@H]2c3cc(NC(=O)Nc4ccc(F)cc4)ccc3O[C@H]2[C@H](CO)O1,4.0
CO[C@H]1CN(C)C(=O)c2cc(NS(C)(=O)=O)ccc2OC[C@H](C)NC[C@@H]1C,2.7
CC(C)NC(=O)N1[C@H](CO)[C@@H]2c3ccccc3NC[C@@H]21,-4.7
C[C@@H]1CN([C@@H](C)CO)C(=O)c2cc(NC(=O)CCC(F)(F)F)ccc2O[C@@H]1CN(C)S(=O)(=O)c1cn(C)cn1,0.0
C[C@@H]1CN([C@@H](C)CO)C(=O)c2cc(NC(=O)Cc3ccccc3)ccc2O[C@@H]1CN(C)S(C)(=O)=O,-1.5
CN(C)CC(=O)N1[C@H](C#N)[C@H](c2ccc(-c3ccccc3F)cc2)[C@@H]1CO,1.7
Cc1ccc(S(=O)(=O)N(C)C[C@@H]2OCCCC[C@H](C)Oc3ccc(NC(=O)Cc4ccccc4)cc3C(=O)N([C@@H](C)CO)C[C@H]2C)cc1,1.0
CO[C@H]1CC[C@@H]2CCN(C)C(=O)C[C@@H](c3ccccc3)CN(C)C(=O)c3cccc(C#N)c3OC[C@H]1O2,0.3
Cc1noc(C)c1NC(=O)N(C)C[C@@H]1Oc2ccc(NC(=O)CCN3CCOCC3)cc2C(=O)N([C@H](C)CO)C[C@@H]1C,-0.3
COc1ccc(S(=O)(=O)Nc2ccc3c(c2)C(=O)N([C@H](C)CO)C[C@@H](C)[C@@H](CN(C)C(=O)Nc2ccc4c(c2)OCO4)O3)cc1,1.0
C[C@@H]1CN([C@H](C)CO)C(=O)c2cc(NS(=O)(=O)c3cn(C)cn3)ccc2O[C@@H]1CN(C)CC1CCCCC1,5.3
O=C(N[C@H]1CC[C@H](CCNC(=O)C2CCOCC2)O[C@@H]1CO)c1ccccn1,-2.9
C[C@H](CO)N1C[C@H](C)[C@H](CN(C)C(=O)Cc2cccnc2)Oc2ncc(-c3ccccc3)cc2C1=O,0.2
CN1CCN(C(=O)C[C@H]2C=C[C@@H](NC(=O)Nc3ccccc3F)[C@H](CO)O2)CC1,-1.3
CNC[C@@H]1Oc2cc(C#Cc3ccccc3OC)ccc2S(=O)(=O)N([C@H](C)CO)C[C@H]1C,-0.6
CO[C@H]1CN(C)C(=O)c2ccc(NC(=O)c3cc(C)on3)cc2OC[C@@H](C)NC[C@H]1C,-0.5
C[C@@H]1CN([C@H](C)CO)C(=O)c2cc(NS(=O)(=O)c3cn(C)cn3)ccc2O[C@@H](C)CCCCO[C@@H]1CN(C)S(=O)(=O)c1ccc(F)cc1,-2.6
Cc1noc(C)c1S(=O)(=O)Nc1ccc2c(c1)C(=O)N([C@@H](C)CO)C[C@H](C)[C@@H](CN(C)C(=O)NC1CCCCC1)O2,-0.4
CO[C@@H]1CN(C)C(=O)c2ccc(NC(=O)C3CC3)cc2OC[C@H](C)N(Cc2ccccc2)C[C@H]1C,1.7
CC(=O)N(C)C[C@@H]1Oc2ncc(C#Cc3ccccc3F)cc2C(=O)N([C@@H](C)CO)C[C@@H]1C,2.9
Cc1ccc(S(=O)(=O)N(C)C[C@@H]2Oc3ccc(NC(=O)Nc4ccc(C(F)(F)F)cc4)cc3CC(=O)N([C@@H](C)CO)C[C@@H]2C)cc1,-0.9
C[C@H](CO)N1C[C@H](C)[C@H](CN(C)S(=O)(=O)c2ccc(Cl)cc2)Oc2ccc(NC(=O)NC3CCCCC3)cc2C1=O,1.6
COc1cccc(NC(=O)N[C@H]2CC[C@@H](CC(=O)N3CCCCC3)O[C@H]2CO)c1,-0.1
COc1cccc(S(=O)(=O)N(C)C[C@H]2Oc3cc(C4=CCCC4)ccc3S(=O)(=O)N([C@H](C)CO)C[C@@H]2C)c1,2.9
CC(C)C#Cc1ccc2c(c1)O[C@@H](CN(C)Cc1ccccc1)[C@H](C)CN([C@@H](C)CO)S2(=O)=O,-0.9
CC=Cc1ccc2n(c1=O)C[C@@H]1[C@@H](CO)[C@H](C(=O)NCC)[C@H]2N1CCC(F)(F)F (mixture of isomers),-2.0
Cc1cccc(CN(C)C[C@H]2OCc3cn(nn3)CCCC(=O)N([C@H](C)CO)C[C@H]2C)c1,0.2
CO[C@H]1CN(C)C(=O)c2cc(NS(C)(=O)=O)ccc2OC[C@H](C)N(C(=O)C2CC2)C[C@@H]1C,-1.3
C[C@@H]1CN([C@@H](C)CO)C(=O)Cc2cc(NC(=O)Nc3ccc(C(F)(F)F)cc3)ccc2O[C@H]1CN(C)S(C)(=O)=O,0.5
CCCNC(=O)[C@H]1[C@H](CO)[C@H]2Cn3c(cccc3=O)[C@@H]1N2S(=O)(=O)c1ccccc1C,2.3
COc1ccccc1CNC(=O)C[C@@H]1C=C[C@H](NC(=O)CN(C)C)[C@H](CO)O1,-1.4
O=C(c1ccncc1)N1CC[C@@H]2[C@@H](CO)Nc3ccc(-c4ccccc4)cc3[C@@H]21,10
C[C@@H]1CCCCO[C@@H](CN(C)C(=O)Cc2ccccc2)[C@@H](C)CN([C@H](C)CO)C(=O)c2cc(NC(=O)CCC(F)(F)F)ccc2O1,1.2
CCC(=O)N[C@@H]1CC[C@@H](CC(=O)NCc2ccccc2OC)O[C@H]1CO,1.6
COC(=O)[C@H]1[C@H](CO)[C@H]2Cn3c(ccc(-c4ccccc4F)c3=O)[C@H]2N1C(=O)c1cnccn1,-1.0
O=C(C[C@H]1CC[C@@H]2[C@H](COC[C@@H](O)CN2Cc2ccncc2)O1)NCc1ccncc1,-0.9
C[C@@H]1CCCCO[C@@H](CN(C)CC2CCCCC2)[C@H](C)CN([C@H](C)CO)C(=O)c2cc(NC(=O)c3ccncc3)ccc2O1,0.3
CCCN(C)C[C@@H]1Oc2cc(-c3ccc(OC)cc3)ccc2S(=O)(=O)N([C@@H](C)CO)C[C@@H]1C,-2.1
CN(C)CCCNC(=O)C[C@@H]1C=C[C@H](NC(=O)c2ccccc2F)[C@@H](CO)O1,-0.9
CCCNC(=O)N1[C@H](CO)[C@H](c2ccccc2)[C@@H]1CNC(=O)c1cccc(F)c1,-3.6
C[C@@H](O)C#Cc1ccc([C@@H]2[C@H]3CN(C(=O)c4ccc(F)cc4)CCCCN3[C@H]2CO)cc1,0.9
Cc1ccc(-c2ccc3c(c2)O[C@H](CN(C)C(=O)NC(C)C)[C@H](C)CN([C@H](C)CO)S3(=O)=O)cc1,1.8
C[C@H]1CN([C@@H](C)CO)C(=O)Cc2cc(NC(=O)CCC(F)(F)F)ccc2O[C@H]1CN(C)C(=O)NC1CCCCC1,-0.5
CCCNC(=O)N1C[C@@H](C)[C@@H](OC)CN(C)C(=O)c2ccc(NC(=O)CCC)cc2OC[C@@H]1C,-1.4
CO[C@H]1CN(C)C(=O)c2cc(NC(C)=O)ccc2OC[C@H](C)N(CC2CC2)C[C@@H]1C,0.1
C[C@H]1CN([C@@H](C)CO)C(=O)c2cc(NC(=O)CCC(F)(F)F)ccc2O[C@@H]1CN(C)C(=O)Nc1ccc(C(F)(F)F)cc1,-2.4
C[C@@H]1CN([C@@H](C)CO)C(=O)Cc2cc(NC(=O)Nc3cccc4ccccc34)ccc2O[C@H]1CN(C)CC1CCCCC1,-1.1
COCC(=O)Nc1ccc2c(c1)OC[C@H](C)N(CCC(F)(F)F)C[C@H](C)[C@H](OC)CN(C)C2=O,-0.5
COCc1cn(CC[C@H]2CC[C@H](NC(=O)Nc3ccc(Cl)cc3)[C@@H](CO)O2)nn1,3.3
C[C@H](CO)N1C[C@H](C)[C@@H](CN(C)C(=O)NC2CCCCC2)Oc2c(NC(=O)c3ccc(-c4nccs4)cc3)cccc2C1=O,0.1
C[C@H](CO)N1C[C@H](C)[C@H](CN(C)C(=O)Nc2ccc(F)cc2)Oc2ncc(C#CC3CC3)cc2C1=O,-0.1
CC(C)CC#Cc1cnc2c(c1)C(=O)N([C@H](C)CO)C[C@@H](C)[C@@H](CN(C)Cc1cncnc1)O2,-1.5
Cc1ccc(S(=O)(=O)N(C)C[C@@H]2Oc3ccc(NC(=O)CCC(F)(F)F)cc3C(=O)N([C@H](C)CO)C[C@H]2C)cc1,11

# Retrieved by structure from the list above, six records:
SMILES,BioA inh
CO[C@H]1CN(C)C(=O)c2cc(NC(C)=O)ccc2OC[C@H](C)N(CC2CC2)C[C@@H]1C,0.1
CC(C)CC#Cc1cnc2c(c1)C(=O)N([C@H](C)CO)C[C@@H](C)[C@@H](CN(C)Cc1cncnc1)O2,-1.5
CCCNC(=O)N1C[C@@H](C)[C@@H](OC)CN(C)C(=O)c2ccc(NC(=O)CCC)cc2OC[C@@H]1C,-1.4
Cc1ccc(S(=O)(=O)N(C)C[C@@H]2Oc3ccc(NC(=O)CCC(F)(F)F)cc3C(=O)N([C@H](C)CO)C[C@H]2C)cc1,11
Cc1ccc(-c2ccc3c(c2)O[C@H](CN(C)C(=O)NC(C)C)[C@H](C)CN([C@H](C)CO)S3(=O)=O)cc1,1.8
C[C@H]1CN([C@@H](C)CO)C(=O)Cc2cc(NC(=O)CCC(F)(F)F)ccc2O[C@H]1CN(C)C(=O)NC1CCCCC1,-0.5

# (continued)
SMILES,BioA inh
COc1ccc(CN(C)C[C@@H]2Oc3c(NC(=O)Nc4ccc5c(c4)OCO5)cccc3C(=O)N([C@H](C)CO)C[C@H]2C)cc1,0.1
Cc1cc(C(=O)Nc2ccc3c(c2)C(=O)N(C)[C@@H]2CC[C@H](CC(=O)N[C@@H](C)c4ccccc4)O[C@@H]2CO3)no1,-0.2
CC(C)COC(=O)N(C)C[C@H]1OCc2cn(nn2)CCCC(=O)N([C@H](C)CO)C[C@H]1C,-2.3
C[C@H]1CN([C@@H](C)CO)C(=O)c2cc(NC(=O)Nc3ccc4c(c3)OCO4)ccc2O[C@@H]1CN(C)C(=O)Nc1cccc2ccccc12,-1.5
C[C@@H]1CN([C@H](C)CO)C(=O)c2ccccc2-c2ccccc2CO[C@@H]1CN(C)S(=O)(=O)c1ccsc1,-0.2
C[C@@H](NC(=O)[C@@H]1[C@@H](CO)[C@@H]2Cn3c(ccc(-c4ccccc4)c3=O)[C@H]1N2C)c1ccccc1,1.4
COc1ccc(S(=O)(=O)N(C)C[C@H]2OCCCC[C@@H](C)Oc3ccc(NC(=O)CCCCCC(=O)Nc4ccccc4N)cc3C(=O)N([C@H](C)CO)C[C@@H]2C)cc1,-0.8
CCC(=O)Nc1ccc2c(c1)C(=O)N(C)C[C@@H](OC)[C@H](C)CN(C(=O)c1cnccn1)[C@@H](C)CO2,-1.9
C[C@H](CO)N1C[C@H](C)[C@@H](CN(C)Cc2ccc3c(c2)OCO3)Oc2ccc(NS(=O)(=O)c3cn(C)cn3)cc2C1=O,0.3
CN(C[C@H]1[C@H](c2ccccc2)[C@@H](CO)N1C(=O)C1CCC1)C(=O)c1ccccn1,2.6
CO[C@@H]1CN(C)C(=O)c2cc(NC(=O)CN(C)C)ccc2OC[C@@H](C)N(Cc2ccccc2F)C[C@H]1C,-0.3
C[C@@H]1CN([C@@H](C)CO)C(=O)c2cccc(NC(=O)NC3CCCCC3)c2O[C@@H]1CN(C)C(=O)NC1CCCCC1,2.5

# An excerpt from above in order of formula weight, descending:
SMILES,BioA inh
C[C@H](CO)N1C[C@H](C)[C@@H](CN(C)Cc2ccc3c(c2)OCO3)Oc2ccc(NS(=O)(=O)c3cn(C)cn3)cc2C1=O,0.3
CC(C)COC(=O)N(C)C[C@H]1OCc2cn(nn2)CCCC(=O)N([C@H](C)CO)C[C@H]1C,-2.3
CN(C[C@H]1[C@H](c2ccccc2)[C@@H](CO)N1C(=O)C1CCC1)C(=O)c1ccccn1,2.6

# (list continues)
SMILES,BioA inh
Cc1noc(C)c1NC(=O)N(C)C[C@H]1Oc2ccc(NS(=O)(=O)c3cccs3)cc2CC(=O)N([C@H](C)CO)C[C@H]1C,-0.9
COc1ccccc1-c1ccc2c(c1)O[C@@H](CN(C)C(=O)Nc1ccccc1)[C@H](C)CN([C@@H](C)CO)S2(=O)=O,-1.4
C[C@@H]1CCCCO[C@H](CN(C)C(=O)C2CCCCC2)[C@H](C)CN([C@H](C)CO)C(=O)c2cc(NS(C)(=O)=O)ccc2O1,-2.3
CNC[C@@H]1OCCCC[C@@H](C)Oc2ccc(NS(=O)(=O)c3ccc(F)cc3)cc2C(=O)N([C@H](C)CO)C[C@H]1C,-0.9
C/C=C/c1cnc2c(c1)C(=O)N([C@H](C)CO)C[C@@H](C)[C@H](CN(C)Cc1ccc(F)cc1)O2,-4.1
CN(C)Cc1cn(CC[C@@H]2CC[C@H](N)[C@@H](CO)O2)nn1,-1.4
C[C@@H]1CN([C@H](C)CO)C(=O)c2cc(NC(=O)Cc3cn(C)c4ccccc34)ccc2O[C@@H]1CN(C)Cc1ccncc1,1.0
C[C@H](CO)N1C[C@H](C)[C@@H](CN(C)C(=O)CCCN(C)C)OCCCC[C@H](C)Oc2ccc(N(C)C)cc2C1=O,-1.5
CCC(=O)Nc1ccc2c(c1)C(=O)N(C)[C@@H]1CC[C@H](CC(=O)NCCc3ccccc3)O[C@H]1CO2,-2.6

# A portion of the library, so the mix of outcomes need not match the whole.
